From PubChem BioAssay
HepG2 viability – HepG2 cytotoxicity, counter-screen for TGF-b inhibitors; AID 588856; Potency, µM (series often up to 46.1 µM), for inactives: at the highest dose activity change, negative = cytotoxicity, actives largely listed as cytotoxic; HepG2 CAGA-GFP viability, ATP luminescence, 18 h; 410,000 compounds, 0.76% hits; also: potency is read from the fitted curve at half-maximal effect; some results filed as inactive show a strong effect at the top dose
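HepG2 CAGA-GFP cells (1000/well, DMEM with 1% FBS) received compound, then TGF-beta at 500 pg/mL final, and were incubated 18 hours at 37 degrees C. Viability was read by CellTiter-Glo luminescence. Media-only wells were set as complete cell-killing and DMSO as no toxicity.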
Nrf2 activator – activates Nrf2 signaling. Potency, µM (doses to about 46.1 µM), inactives show at the top dose activation, hits mostly activators. 410,000 compounds, 0.31% hits. AREc32 ARE-luciferase reporter (MCF7-derived line), luminescence, 24 h; also: potency is read from the fitted curve at half-maximal effect; % of control where 0% means no effect; nearly all actives have a fitted effect of over 65% in size
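Luminescent ARE reporter assay in AREc32_Fluc cells: overnight plating at 37 deg C, 24 hr compound incubation, Steady-Glo added, 30 min RT before reading.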
ATXN viability – viability counter-screen for ATXN expression inhibitors. S2 cells (HEK-293 line with an ATXN2-luciferase reporter) viability, CellTiter-Fluor protease fluorescence, 24 h. 400,000 compounds, 0.49% hits. AID 651635. Potency, µM (highest dose often 56.7 µM), usual class: cytotoxic; also: potency is read from the fitted curve at half-maximal effect; nearly all actives have a fitted effect of over 40% in size
ATXN2 expr inh – reduces ATXN2 reporter expression in HEK-293 cells; HEK-293 ATXN2-luciferase reporter, luminescence, 24 h; Potency, µM (doses to about 57 µM), without a hit: at the highest dose activity change, negative = inhibition, actives largely listed as inhibitors; 360,000 compounds, 0.72% hits; AID 1745845; also: potency is read from the fitted curve at half-maximal effect; % is scaled to controls: 0 for no effect and ±100 for the full control effect; nearly all actives have a fitted effect of over 55% in size
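qHTS (up to 57 uM final) was run with 24 h compound exposure of reporter cells at 37 °C. Each well was multiplexed: SteadyGlo luminescence measured ATXN2-luciferase expression after a fluorogenic Gly-Phe-AFC viability readout (25 uM final).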
A549 tox – counter-screen for Nrf2 inhibitors: cytotoxicity in A549 cells | Potency, µM (doses to about 46 µM), without a hit: at the highest dose activity change, negative = cytotoxicity, actives largely listed as inhibitors | A549 ARE-Fluc cells, CellTiter-Fluor viability, 18-24 h | 390,000 compounds, 0.16% hits; also: potency is read from the fitted curve at half-maximal effect; % is scaled to controls: 0 for no effect and ±100 for the full control effect
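A549 ARE_Fluc cells in 5% FBS OPTI-MEM were exposed to compounds in concentration-response for 18-24 h at 37 deg C. Viability was read by CellTiter-Fluor fluorescence (Ex 405/Em 525) after 30 min, before the luciferase read.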
TGFb inhibitor – inhibitors of TGF-b signaling. HepG2 CAGA-GFP TGF-b/SMAD3 reporter, GFP fluorescence, 18 h; TGF-beta stimulated, 500 pg/mL final. 410,000 compounds, 1.2% hits. Potency, µM (titrated, usually from 46.1 µM), for the others: top-dose activity, negative = inhibition, actives largely listed as inhibitors. AID 588855; also: potency is read from the fitted curve at half-maximal effect; % is scaled to controls: 0 for no effect and ±100 for the full control effect; nearly all actives have a fitted effect of over 65% in size
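Cell-based qHTS in HEPG2 carrying a CAGA-GFP Smad reporter; compounds added before 500 pg/mL final TGF-beta, 18 h incubation at 37 degrees C, GFP fluorescence quantified per cell by imaging cytometry.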
EPAC2 ag – agonists of human EPAC2 (RAPGEF4); Q8WZA2; EPAC2 activation, biochemical qHTS; response scale: 100% = 6.5 mM cAMP response; Potency, µM (series often up to 154 µM), without a hit: at the highest dose activation, usual class: activators; 360,000 compounds, 0.079% hits; also: potency is read from the fitted curve at half-maximal effect; nearly all actives have a fitted effect of over 50% in size
Target sequence (Q8WZA2 whole entry, looked up): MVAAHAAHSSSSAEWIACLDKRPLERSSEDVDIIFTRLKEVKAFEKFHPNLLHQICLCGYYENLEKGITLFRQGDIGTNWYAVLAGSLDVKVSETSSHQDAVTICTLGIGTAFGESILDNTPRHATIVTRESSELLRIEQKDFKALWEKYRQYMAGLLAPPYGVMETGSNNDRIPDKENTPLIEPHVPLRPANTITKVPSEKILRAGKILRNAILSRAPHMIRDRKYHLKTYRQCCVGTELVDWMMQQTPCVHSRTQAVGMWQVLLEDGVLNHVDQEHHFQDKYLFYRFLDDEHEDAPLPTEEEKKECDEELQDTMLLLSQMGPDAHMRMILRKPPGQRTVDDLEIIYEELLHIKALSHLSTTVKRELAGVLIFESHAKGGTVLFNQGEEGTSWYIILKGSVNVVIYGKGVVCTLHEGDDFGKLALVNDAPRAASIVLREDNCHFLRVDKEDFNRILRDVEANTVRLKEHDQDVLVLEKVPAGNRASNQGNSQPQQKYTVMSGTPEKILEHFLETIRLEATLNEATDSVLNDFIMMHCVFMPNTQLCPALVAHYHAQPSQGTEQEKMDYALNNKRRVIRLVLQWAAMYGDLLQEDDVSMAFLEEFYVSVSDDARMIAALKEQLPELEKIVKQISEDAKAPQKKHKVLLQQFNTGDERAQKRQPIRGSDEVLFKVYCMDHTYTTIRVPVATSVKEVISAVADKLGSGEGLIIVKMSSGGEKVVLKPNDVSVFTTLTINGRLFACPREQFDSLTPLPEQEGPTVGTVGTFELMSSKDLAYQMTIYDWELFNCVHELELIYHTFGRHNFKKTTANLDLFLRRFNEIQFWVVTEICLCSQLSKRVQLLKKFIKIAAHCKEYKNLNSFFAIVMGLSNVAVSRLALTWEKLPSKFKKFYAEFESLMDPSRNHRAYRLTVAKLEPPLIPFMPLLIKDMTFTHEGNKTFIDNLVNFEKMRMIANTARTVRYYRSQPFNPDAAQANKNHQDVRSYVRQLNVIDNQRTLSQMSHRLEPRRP
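In this primary screen, activation is scored as increased exchange of BODIPY-GDP from Rap1B by 100 nM EPAC2, with 50 uM GDP as competitor. Signal is normalized to the 6.5 mM cAMP agonist control.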
Nrf2 inh – inhibitors of Nrf2 signaling; AID 504444; 360,000 compounds, 2.1% hits; A549 ARE-Fluc reporter, luciferase luminescence, 18-24 h; Potency, µM (highest dose often 46 µM), for inactives: at the highest dose activity change, negative = inhibition, usual class: inhibitors; also: potency is read from the fitted curve at half-maximal effect; % is scaled to controls: 0 for no effect and ±100 for the full control effect; nearly all actives have a fitted effect of over 60% in size
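A549 ARE_Fluc cells, 5000/well, 5% FBS OPTI-MEM; compounds in dose-response, 18-24 h at 37 °C/5% CO2; CellTiter-Fluor viability read (Ex 405/Em 525), then BugLite luciferase luminescence = Nrf2 activity.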
IL-2 act – activators of IL-2; activation, % (series mostly up to about 46 µM); IL-2 activation reporter assay, cell-based qHTS; stimulated with anti-CD3/CD4/CD28 beads; in transgenic mouse T cells; AID 652025; 360,000 compounds, 0.065% hits; in the data active = activation above about 50%; inconclusive = mostly about 30% to 49%; also: 0% is about no effect
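Unstimulated transgenic mouse T cells, 750 per well, received compound and, after 60 minutes, anti-CD3/anti-CD4 bead plus anti-CD28 stimulation. EGFP and DsRed were quantified after 18 hours.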
Active calls of the source: *; i = inactive; ? = inconclusive; . = no result given; [ ] = remark or other dose. Unless noted, calls follow the shape of the dose curve; as a rule, active = well fitted curve in the direction sought with a large enough effect; inconclusive = small, poorly fitted or top-dose-only effect, or another doubt; inactive = no such curve, though single readings can be large; an effect the other way counts as inactive or inconclusive.

SMILES	HepG2 viability	Nrf2 activator	ATXN viability	ATXN2 expr inh	A549 tox	TGFb inhibitor	EPAC2 ag	Nrf2 inh	IL-2 act
COc1ccc2[nH]c(=O)c(CN(Cc3ccccc3OC)Cc3nnnn3CC3CCCO3)cc2c1 (stereo not drawn)	-21%	-0.6%	i	-4%	2%	-27%	8%	-11%	-2.1
CCOc1ccc(-n2nnc3c(=O)n(C/C=C/c4ccccc4)cnc32)cc1	-13%	0.3%	i	5%	15%	-2%	5%	14%	-2.8
Cc1ccc(-n2c(C)cc(C(=O)OCC(=O)N(CC(C)C)C3CCS(=O)(=O)C3)c2C)cc1 (stereo not drawn)	-20%	0.3%	i	-4%	0%	0%	10%	-1%	-2.4
CC(C)n1c(Nc2ccccc2)nc2ccccc21	-19%	0.1%	i	7%	1%	9%	4%	-13%	1.9
COc1ccc(CSc2nc(CSC)cc(N3CCOCC3)n2)cc1	9%	0.2%	i	-8%	1%	?	19%	?	-1.5
COC(=O)c1ccc(CN2CCN(CCc3ccccc3)C(CCO)C2)cc1 (stereo not drawn)	-8%	-0.2%	?	-16%	-16%	-3%	9%	1%	0.1
CCOc1ccc(Cn2c(SCCCCC#N)nc3c2c(=O)n(C)c(=O)n3C)cc1OCC	-21%	0.5%	i	-2%	-16%	-6%	-7%	?	0.0
Cc1cccc(C(=O)N2CCC(c3nc(-c4ccc(S(=O)(=O)N5CCOCC5)cc4)no3)CC2)c1	-3%	-0.5%	?	-9%	-6%	4%	13%	7%	-2.2
CCOC(=O)c1nnn(-c2nonc2N)c1-c1ccccc1Cl	-18%	1.9%	?	.	0%	3%	2%	?	-2.1
CSc1nc(N(CCO)CCO)c2sc3nc(-c4ccco4)c4c(c3c2n1)CCC4	-23%	25%	?	?	-15%	?	3%	?	-1.2
COC(=O)COc1ccc(S(=O)(=O)N2CCN(c3ccccc3F)CC2)cc1	1%	0.1%	i	-19%	-9%	-9%	6%	-6%	-3.5
CCOc1ccccc1NC(=O)C12CC3CC(C1)CC(c1ccc(C)cc1)(C3)C2	7%	-0.8%	i	2%	-12%	-19%	4%	-8%	-4.6
Cc1ccc(N2CC(C(=O)Nc3ccc(S(=O)(=O)N4CCCC4)cc3)CC2=O)cc1 (stereo not drawn)	-16%	0.0%	i	-20%	-9%	?	3%	?	-1.0
Cc1ccc(-c2nnn3c2nc(NCCc2ccc(Cl)cc2)c2ccccc23)cc1	3%	0.5%	i	11%	-1%	-18%	.	7%	.
C/C=C(\C)C(=O)NCCN1C2=NC[C@H](Cc3ccccc3)N2C[C@H]1Cc1ccc(O)cc1	-4%	-0.2%	i	-3%	-2%	-13%	-1%	2%	1.0
O=C(COc1ccc(-c2ccccc2)cc1)N1CCN(C(=O)c2cccs2)CC1	-20%	2.7%	i	-34%	1%	-6%	13%	?	-3.4
CC(=O)C(Cc1ccc(Cl)nc1)(Cc1ccc(Cl)nc1)C(C)=O	4%	-0.6%	i	1%	0%	10%	0%	-1%	1.5
CCOC(=O)N1CCN(Cc2nc(N)nc(Nc3ccc(Oc4ccccc4)cc3)n2)CC1	-5%	13%	?	-31%	-4%	?	11%	.	0.6
O=C(Nc1ccc(Cl)cn1)C1CC1	1%	-1.9%	i	.	11%	1%	5%	9%	-1.3
CCOc1cccc(-c2c(C(=O)N/N=C/c3sccc3C)nnn2-c2nonc2N)c1	4.5µM*	-2.4%	i	.	-27%	10µM*	4%	16µM*	-0.4
Cc1cccc(-n2ncc(C(=O)NCc3ccccn3)c2C2CCN(C(=O)OC(C)(C)C)CC2)c1	-30%	0.5%	.	.	6%	-12%	.	-4%	.
COc1ccc(Cl)cc1NC(=O)N1CCC(CN2CCCCCC2)CC1	0%	-1.0%	.	.	-8%	16%	.	-8%	.
Cc1ccc(NC(=O)NC2CC(=O)N(c3ccc4c(c3)OCCO4)C2)cc1 (stereo not drawn)	-7%	0.2%	i	4%	-13%	4%	5%	-12%	-1.7
COc1cc2c(C(=O)NCc3ccc4c(c3)OCO4)cn(CC(C)C)c(=O)c2cc1OC	-34%	0.0%	i	-4%	-8%	3%	-8%	?	-0.2
COc1ccc2ccccc2c1/C=N/NC(=O)c1ccc(C)nc1	-15%	0.2%	i	.	3%	-10%	17%	1%	2.6

Arranged by count of non-hydrogen atoms (low to high): some entries from above
SMILES	HepG2 viability	Nrf2 activator	ATXN viability	ATXN2 expr inh	A549 tox	TGFb inhibitor	EPAC2 ag	Nrf2 inh	IL-2 act
COC(=O)c1ccc(CN2CCN(CCc3ccccc3)C(CCO)C2)cc1 (stereo not drawn)	-8%	-0.2%	?	-16%	-16%	-3%	9%	1%	0.1
Cc1ccc(N2CC(C(=O)Nc3ccc(S(=O)(=O)N4CCCC4)cc3)CC2=O)cc1 (stereo not drawn)	-16%	0.0%	i	-20%	-9%	?	3%	?	-1.0
COc1cc2c(C(=O)NCc3ccc4c(c3)OCO4)cn(CC(C)C)c(=O)c2cc1OC	-34%	0.0%	i	-4%	-8%	3%	-8%	?	-0.2
Cc1cccc(-n2ncc(C(=O)NCc3ccccn3)c2C2CCN(C(=O)OC(C)(C)C)CC2)c1	-30%	0.5%	.	.	6%	-12%	.	-4%	.

A second format for part of the listing above:
Value order: HepG2 viability | Nrf2 activator | ATXN viability | ATXN2 expr inh | A549 tox | TGFb inhibitor | EPAC2 ag | Nrf2 inh | IL-2 act
COc1ccc(Cl)cc1NC(=O)N1CCC(CN2CCCCCC2)CC1
    0% | -1.0% | . | . | -8% | 16% | . | -8% | .
Cc1ccc(NC(=O)NC2CC(=O)N(c3ccc4c(c3)OCCO4)C2)cc1 (stereo not drawn)
    -7% | 0.2% | i | 4% | -13% | 4% | 5% | -12% | -1.7

Later entries:
SMILES	HepG2 viability	Nrf2 activator	ATXN viability	ATXN2 expr inh	A549 tox	TGFb inhibitor	EPAC2 ag	Nrf2 inh	IL-2 act
CC(=O)Nc1ccc(SCc2ncc(-c3ccccc3)o2)cc1	-7%	2.2%	i	7%	7%	-5%	12%	?	0.5
COc1ccc(-c2nc(CS(=O)CC(=O)NC3CCCC3)c(C)o2)cc1OC (stereo not drawn)	4%	-0.3%	i	.	5%	-1%	12%	6%	2.0
O=C1C=C(c2ccccc2)OC(=O)C1C(=O)c1ccccc1 (stereo not drawn)	-26%	-0.1%	i	1%	13%	4%	17%	3%	1.0
CN(C)c1ccc(/C=N/NC(=O)C(O)c2ccc(Br)cc2)cc1 (stereo not drawn)	4%	-1.3%	i	.	18%	3%	10%	8%	-3.0
C[C@H](NC(=O)[C@@H]1Cc2ccccc2CN1)C(=O)NCC1CCCO1 (stereo partly drawn)	2%	0.3%	i	3%	-9%	-13%	-6%	6%	-1.1
O=S1(=O)C=C(Oc2ccc3ccccc3c2)c2ccccc21	-31%	?	i	-15%	-13%	?	11%	-25%	-0.6
O=C(c1ccc(-c2cccc(Cl)c2Cl)o1)N1CCOCC1	-19%	2.9%	i	67%[activator][11.3 µM]	1%	-14%	8%	?	-0.9
CCOc1cccc(C2/C(=C(/O)c3ccc4c(c3)CC(C)O4)C(=O)C(=O)N2CCCn2ccnc2)c1 (stereo not drawn)	6%	0.4%	i	-7%	-3%	-1%	-8%	6%	-0.3
Cc1ccc2c(c1)NC(=O)[C@@]1(C)[C@@H](c3ccccc3)[C@H]3COc4ccc(Cl)cc4[C@@H]3N1C2=O	-19%	-0.6%	i	-12%	0%	-10%	8%	0%	-1.3
Cc1ccnc2nc(NC(=O)c3ccco3)nn12	13%	9.9%	i	.	0%	-1%	-5%	3%	1.4
O=c1cc(NS(=O)(=O)c2ccccc2)nc(SCc2c(Cl)cccc2Cl)[nH]1	-11%	-0.7%	i	13%	9%	0%	6%	-11%	0.4
COCCn1c(SCC(=O)c2ccc(CNC(C)=O)o2)nc2ccccc2c1=O	-13%	-0.2%	i	-3%	-11%	8%	0%	-15%	1.1
CC(C)n1ncc2c(C(=O)NCc3cccnc3)cc(C3CC3)nc21	0%	5.1%	i	10%	11%	34%[activator]	8%	-15%	-2.3
CCc1cc2c(SCc3ccc(C(=O)OC)o3)ncnc2s1	3%	24%	i	-6%	-3%	-6%	12%	2%	0.2
CSc1ccc(/C=N\Nc2nncn2N)cc1	-144%	-2.7%	?	.	-2%	?	4%	-10%	-1.4
COc1ccc(CCNC(=O)c2cccnc2SC)cc1	8%	-0.3%	i	16%	-1%	-3%	3%	-6%	1.6
COc1ccc(CC(=O)Nc2cccc(C(=O)O)c2C)cc1	9%	-0.3%	i	13%	-15%	-10%	5%	3%	-0.4
O=C(NCc1ccco1)c1nc(-c2ccccc2)n(-c2ccccc2)n1	-4%	3.4%	i	68%[activator]	0%	2%	4%	6%	4.0
COc1cccc(-c2nnc3sc(C4CCCCC4)nn23)c1	-28%	-1.1%	i	19%	2%	?	23%	?	-1.2
O=C(Nc1ccc(F)cc1)Nc1nnc(Cc2ccccc2)s1	2%	2.2%	i	-5%	-8%	?	2%	-1%	-0.7
O=C(NC(=S)Nc1nc2c(s1)CCCC2)c1ccc(C(=O)c2ccccc2)cc1	3%	0.7%	i	7%	-2%	-11%	15%	-15%	-0.3
CCc1ccc(C(=O)N2CCN(c3ccc(NC(=O)c4cccnc4)cc3)CC2)cc1	-9%	0.6%	i	0%	2%	-25%	5%	-2%	2.8
O=C(CNC1CCN(Cc2ccccc2)CC1)Nc1ccc(S(=O)(=O)N2CCCCC2)cc1	0%	0.0%	i	.	23%	-1%	-3%	25%	-0.6
Cc1nc(SCC(=O)Nc2c(C)n(C)n(-c3ccccc3)c2=O)nc(C)c1C	4%	0.7%	i	8%	3%	9%	5%	4%	-0.7
